USP30 inh – inhibitors of human USP30 deubiquitinase | Q70CQ3 | purified USP30, Ub-rhodamine cleavage fluorescence | inhibition, % at 25 µM | hit rate 5.3% among 47,000
USP8 block – blocks human USP8 ubiquitin-rhodamine cleavage. P40818. purified USP8, Ub-rhodamine cleavage fluorescence, 30 min. inhibition, % at 20 µM. hit rate 4.2% among 47,000. AID 1645853
Target sequence (P40818 whole entry, looked up): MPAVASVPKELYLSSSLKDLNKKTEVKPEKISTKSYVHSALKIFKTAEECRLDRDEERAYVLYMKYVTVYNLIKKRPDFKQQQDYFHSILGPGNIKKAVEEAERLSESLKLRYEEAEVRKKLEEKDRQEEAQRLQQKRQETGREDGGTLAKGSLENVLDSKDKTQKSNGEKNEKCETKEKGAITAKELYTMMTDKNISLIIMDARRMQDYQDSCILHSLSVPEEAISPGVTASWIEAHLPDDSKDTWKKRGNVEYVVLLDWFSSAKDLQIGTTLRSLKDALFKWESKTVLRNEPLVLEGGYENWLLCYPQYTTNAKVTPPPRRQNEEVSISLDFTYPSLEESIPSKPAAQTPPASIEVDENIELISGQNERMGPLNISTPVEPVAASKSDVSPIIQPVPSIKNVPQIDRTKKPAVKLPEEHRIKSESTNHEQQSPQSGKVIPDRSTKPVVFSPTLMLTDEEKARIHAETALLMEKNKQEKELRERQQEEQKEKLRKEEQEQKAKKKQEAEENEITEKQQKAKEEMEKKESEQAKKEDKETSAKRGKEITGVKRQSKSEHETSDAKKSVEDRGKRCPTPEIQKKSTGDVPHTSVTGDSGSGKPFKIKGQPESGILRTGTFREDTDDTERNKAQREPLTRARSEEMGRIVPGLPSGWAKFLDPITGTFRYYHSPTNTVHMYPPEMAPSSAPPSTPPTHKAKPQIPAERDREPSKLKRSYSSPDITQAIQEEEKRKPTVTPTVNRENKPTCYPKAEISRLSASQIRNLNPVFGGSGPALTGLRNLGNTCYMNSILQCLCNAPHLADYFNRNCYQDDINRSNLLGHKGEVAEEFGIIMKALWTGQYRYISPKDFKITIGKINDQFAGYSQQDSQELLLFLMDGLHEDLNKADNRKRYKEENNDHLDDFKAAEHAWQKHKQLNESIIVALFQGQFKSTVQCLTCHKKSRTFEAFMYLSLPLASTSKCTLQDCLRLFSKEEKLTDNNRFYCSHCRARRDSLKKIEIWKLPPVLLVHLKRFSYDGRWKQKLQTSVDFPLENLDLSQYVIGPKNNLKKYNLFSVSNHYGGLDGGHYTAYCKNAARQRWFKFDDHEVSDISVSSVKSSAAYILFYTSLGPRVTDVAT
USP10 block – blocks human USP10 ubiquitin-rhodamine cleavage. purified USP10, Ub-rhodamine fluorescence, 60 min. inhibition, % at 20 µM. hit rate 1.1% among 47,000
UCHL1 block – blocks human UCHL1 ubiquitin-rhodamine cleavage. P09936. purified UCHL1, Ub-rhodamine cleavage fluorescence. inhibition, % at 20 µM. hit rate 0.2% among 47,000
USP7 block – human USP7 deubiquitinase inhibition. purified USP7, Ub-rhodamine cleavage fluorescence. inhibition, % at 20 µM. hit rate 0.3% among 47,000
OTUD3 inh – blocks human OTUD3 ubiquitin-rhodamine cleavage | hit rate 0.7% among 47,000 | purified OTUD3, Ub-rhodamine fluorescence, 2 h | inhibition, % at 25 µM | AID 1645858
USP17 inh – blocks human USP17 ubiquitin-rhodamine cleavage; A8MUK1; purified USP17, Ub-rhodamine cleavage fluorescence, 3 h; inhibition, % at 50 µM; hit rate 6.5% among 47,000
USP28 block – blocks human USP28 ubiquitin-rhodamine cleavage. inhibition, % at 25 µM. purified USP28, Ub-rhodamine cleavage fluorescence, 30 min. Q96RU2. hit rate 3% among 47,000
An asterisk follows results filed as active. Rule as the data show it: active = inhibition above about 30%; inactive = the rest.

`CN(C=C1NC(=O)c2ccc(Cl)cc2N1)CC(=O)Nc1ccc(F)cc1` gave USP30 inh 7, USP8 block -14, USP10 block 0, UCHL1 block 1, USP7 block -18, OTUD3 inh 0, USP17 inh -1 and USP28 block 0.
For Fc1cc(F)c2[nH]cc(-c3nnnn3-c3ccc4ccccc4c3)c2c1 the results were USP30 inh 71*, USP8 block 55*, USP10 block 31*, UCHL1 block 10, USP7 block 25, OTUD3 inh 13 and USP28 block 45*.
COc1ccc(CNC(=O)c2[nH]c3ccc(OC)cc3c2N2CCCC2=O)c(OC)c1 was read as USP30 inh -10, USP8 block -23, USP10 block -3, UCHL1 block -7, USP7 block -2, OTUD3 inh -12, USP17 inh 5 and USP28 block -10.
CC(C)(C)c1cc(C(=O)NCc2ccnc(C3CCCOC3)n2)n[nH]1 (stereo not drawn) was read as USP30 inh -13, USP8 block -5, USP10 block 0, UCHL1 block -2, USP7 block -2, OTUD3 inh -5, USP17 inh 6 and USP28 block -5.
Screening Cn1c(SCc2ccccc2)nnc1-c1csc(-c2ccccc2)n1 returned USP30 inh 53*, USP8 block 22, USP10 block 19, UCHL1 block 6, USP7 block 0, OTUD3 inh 24, USP17 inh 38* and USP28 block 41*.
Screening O=C(NCc1ccccc1Cl)C(=O)NCC(c1cccnc1)N1CCN(c2ccccc2)CC1 (stereo not drawn) returned USP30 inh 25, USP8 block 10, USP10 block 0, UCHL1 block 1, USP7 block 2, OTUD3 inh 0, USP17 inh 3 and USP28 block -2.
Screening O=S(=O)(Nc1cccc(-c2nnc(-c3ccccc3)o2)c1)c1ccccc1 returned USP30 inh -1, USP8 block -2, USP10 block 12, UCHL1 block 0, USP7 block 0, OTUD3 inh -3, USP17 inh 13 and USP28 block -7.
For O=C(CN1C(=O)C2CCCN2C(=O)c2ccc(F)cc21)N1CCCCC1 (stereo not drawn) the results were USP30 inh 12, USP8 block 10, USP10 block 2, UCHL1 block 7, USP7 block 10, OTUD3 inh 5, USP17 inh 9 and USP28 block 5.
Screening CN1CC2(CCN(C(=O)c3ccn[nH]3)CC2)COc2ccccc2S1(=O)=O returned USP30 inh -15, USP8 block 3, USP10 block 0, UCHL1 block 0, USP7 block -2, OTUD3 inh -180, USP17 inh -16 and USP28 block -9.
For c1ccc2c(-c3nnc(SCc4cscn4)n3C3CC3)c[nH]c2c1 the results were USP30 inh 2, USP8 block -11, USP10 block 0, UCHL1 block -1, USP7 block -6, OTUD3 inh 0, USP17 inh -11 and USP28 block -1.
For O=C(CNc1ccc(F)c(Cl)c1)Nc1ccc2c(c1)OCCO2 the results were USP30 inh 12, USP8 block 28, USP10 block 9, UCHL1 block 5, USP7 block -12, OTUD3 inh 6, USP17 inh 17 and USP28 block 64*.
For O=C(NC1CC2(CCN(CC3CC3)CC2)c2ccccc21)c1ccncc1 (stereo not drawn) the results were USP30 inh 10, USP8 block -3, USP10 block 0, UCHL1 block 7, USP7 block 2, OTUD3 inh 7, USP17 inh -7 and USP28 block 2.
CC(=O)N1[C@@H]2CN(C(=O)c3cc(C)[nH]c(=O)n3)[C@@H]3CCCC[C@H]1[C@]3(C)C2 was read as USP30 inh -53, USP8 block -11, USP10 block -3, UCHL1 block -5, USP7 block 0, OTUD3 inh -7, USP17 inh -15 and USP28 block -15.
`CC(C)C[C@H](NC(=O)C1CCN(C(=O)[C@H](Cc2ccccc2)NC(=O)OC(C)(C)C)CC1)C(=O)O` gave USP30 inh -3, USP8 block -8, USP10 block 2, UCHL1 block -4, USP7 block 3, OTUD3 inh -7, USP17 inh -2 and USP28 block -16.
For Cc1nc(CC(=O)Nc2ccc(F)c(F)c2)sc1C(=O)NC1CC1 the results were USP30 inh -183, USP8 block 10, USP10 block -5, UCHL1 block -10, USP7 block -11, OTUD3 inh -44, USP17 inh -34 and USP28 block -66.
Screening Fc1ccc(CN2CCC[C@@H]2Cn2nnc(-c3ccncc3)n2)cc1F returned USP30 inh 5, USP8 block 21, USP10 block -4, UCHL1 block 0, USP7 block 1, OTUD3 inh 10, USP17 inh -7 and USP28 block 16.
For Cc1cccc([C@H]2C[C@@H](O)[C@@H](O)[C@@H]2NCc2ccccc2)c1 the results were USP30 inh -12, USP8 block 4, USP10 block 0, UCHL1 block -2, USP7 block -4, OTUD3 inh 1, USP17 inh -18 and USP28 block 0.
`CCSc1ncc2c(=O)n(CC(=O)Nc3cccc(C(F)(F)F)c3)cnc2n1` gave USP30 inh -47, USP8 block -19, USP10 block -1, UCHL1 block -4, USP7 block -1, OTUD3 inh -6, USP17 inh -1 and USP28 block -23.
`O=C(NCc1cnc(C2CCCCO2)nc1)c1n[nH]c2c1CCC2` (stereo not drawn) gave USP30 inh 12, USP8 block 17, USP10 block -1, UCHL1 block -1, USP7 block 3, OTUD3 inh 15, USP17 inh 15 and USP28 block 9.
COc1ccc(NC(=O)Cc2ccc(-c3ccccc3)cc2)cn1 was read as USP30 inh -296, USP8 block -2, USP10 block 0, UCHL1 block -26, USP7 block -20, OTUD3 inh -74, USP17 inh -82 and USP28 block -69.
Cc1nc2ccccc2nc1COc1ccc(OCC(=O)O)cc1 was read as USP30 inh -312, USP8 block -48, USP10 block 0, UCHL1 block -1, USP7 block 2, OTUD3 inh -76, USP17 inh -83 and USP28 block -96.
Screening COc1ccccc1CNS(=O)(=O)c1ccc(F)c(C(=O)Nc2ccc(F)c(F)c2)c1 returned USP30 inh -1, USP8 block 24, USP10 block 9, UCHL1 block 7, USP7 block 1, OTUD3 inh 11, USP17 inh 13 and USP28 block 12.
Screening CN(C)C(=O)CSC1=Nc2c(cnn2-c2cccc(Cl)c2)C2=NCCCN12 returned USP30 inh 24, USP8 block 9, USP10 block 2, UCHL1 block 0, USP7 block 6, OTUD3 inh 16, USP17 inh -26 and USP28 block 14.
O=C(NCCS(=O)(=O)N1CCN(c2ncccn2)CC1)c1ccc(F)cc1 was read as USP30 inh 1, USP8 block 0, USP10 block 0, UCHL1 block -2, USP7 block -3, OTUD3 inh -5, USP17 inh -2 and USP28 block -9.
Screening CCN1C(=O)c2ccccc2S(=O)(=O)c2ccc(C(=O)N(C)Cc3ccccc3)cc21 returned USP30 inh 13, USP8 block -4, USP10 block -1, UCHL1 block 5, USP7 block 6, OTUD3 inh 1, USP17 inh 0 and USP28 block 3.
For CCN1[C@H]2CCNCC[C@@H]2Oc2ccccc2S1(=O)=O the results were USP30 inh -13, USP8 block -5, USP10 block -1, UCHL1 block 1, USP7 block 0, OTUD3 inh -11, USP17 inh -3 and USP28 block -9.
For CCC(C)c1ccc(-c2csc(Cn3c(CN4CCN(C)CC4)nc4ccccc4c3=O)n2)cc1 (stereo not drawn) the results were USP30 inh -25, USP8 block -4, USP10 block -5, UCHL1 block 1, USP7 block 0, OTUD3 inh 2, USP17 inh 58* and USP28 block -6.
Cc1ccc(C)c(Cn2cc(S(=O)(=O)N3CCOCC3)ccc2=O)c1 was read as USP30 inh 8, USP8 block 10, USP10 block -1, UCHL1 block 3, USP7 block 1, OTUD3 inh 9, USP17 inh 11 and USP28 block 8.
`Cc1ccc(-c2nc(NCC3CCCO3)sc2C)cc1` (stereo not drawn) gave USP30 inh -4, USP8 block -11, USP10 block 3, UCHL1 block -2, USP7 block -4, OTUD3 inh -4, USP17 inh -9 and USP28 block -7.
COc1ccc(N=c2oc3ccccc3cc2C(=O)NCC2CCCO2)c(OC)c1 (stereo not drawn) was read as USP30 inh 7, USP8 block -2, USP10 block -5, UCHL1 block 7, USP7 block 1, OTUD3 inh -59, USP17 inh 18 and USP28 block -5.

Structural class: the entries above with a COOH group
`CC(C)C[C@H](NC(=O)C1CCN(C(=O)[C@H](Cc2ccccc2)NC(=O)OC(C)(C)C)CC1)C(=O)O` gave USP30 inh -3, USP8 block -8, USP10 block 2, UCHL1 block -4, USP7 block 3, OTUD3 inh -7, USP17 inh -2 and USP28 block -16.
Cc1nc2ccccc2nc1COc1ccc(OCC(=O)O)cc1 was read as USP30 inh -312, USP8 block -48, USP10 block 0, UCHL1 block -1, USP7 block 2, OTUD3 inh -76, USP17 inh -83 and USP28 block -96.

Carrying on:
Cc1sc2nc(C(C)C)n(C3CCCN(CC(N)=O)C3)c(=O)c2c1C (stereo not drawn) was read as USP30 inh -17, USP8 block -3, USP10 block 1, UCHL1 block 2, USP7 block -36, OTUD3 inh -10, USP17 inh -8 and USP28 block -9.
`Cc1ccc(S(=O)(=O)n2nc(-c3ccccc3)nc2NCc2ccc(F)cc2)cc1` gave USP30 inh 27, USP8 block 14, USP10 block 9, UCHL1 block 7, USP7 block -2, OTUD3 inh 13, USP17 inh 4 and USP28 block 15.
`C[C@@H]1CCC2[C@](C)(CO)[C@@H](O)CC[C@]2(C)[C@]12CCC(CO)(CCO)O2` (stereo partly drawn) gave USP30 inh 16, USP8 block 19, USP10 block 0, UCHL1 block 5, USP7 block 4, OTUD3 inh 8, USP17 inh 11 and USP28 block 3.
For O=C(NCCOc1ccc(-c2ccc(F)cc2)nn1)c1ccccc1Cl the results were USP30 inh 25, USP8 block 18, USP10 block -1, UCHL1 block 2, USP7 block -1, OTUD3 inh 22, USP17 inh 5 and USP28 block 10.
Screening COc1cccc(C(c2c(O)cc(C)n(Cc3ccccc3)c2=O)N2CCN(C)CC2)c1 (stereo not drawn) returned USP30 inh -12, USP8 block 14, USP10 block 1, UCHL1 block 5, USP7 block 0, OTUD3 inh 0, USP17 inh 4 and USP28 block 6.
For Cc1ccc(-c2nn(-c3ccccc3)cc2C(=O)N2CCN(CCN3CCCC3)CC2)cc1 the results were USP30 inh -27, USP8 block 11, USP10 block -4, UCHL1 block 2, USP7 block -1, OTUD3 inh 6, USP17 inh 0 and USP28 block -5.
Screening CN(C)c1cc(OC2CCN(C(=O)c3ccoc3)C2)ncn1 (stereo not drawn) returned USP30 inh 17, USP8 block 2, USP10 block 1, UCHL1 block 0, OTUD3 inh 0, USP17 inh 4 and USP28 block 1.
CCc1nnc(-c2cc(S(=O)(=O)Nc3ccccc3C)c[nH]2)o1 was read as USP30 inh -41, USP8 block 1, USP10 block 0, UCHL1 block -3, USP7 block -3, OTUD3 inh 0, USP17 inh -10 and USP28 block -1.
Screening CCN1CCC2(CN(CC(C)C)CC23CCN(C(=O)NCc2ccccc2)CC3)C1=O (stereo not drawn) returned USP30 inh 19, USP8 block -35, USP10 block 0, UCHL1 block 2, USP7 block 6, OTUD3 inh 10, USP17 inh 2 and USP28 block 7.
Screening Cc1ccc(NC(=O)C2CCN(c3nc4nc[nH]c(=O)c4s3)CC2)c(C)c1 returned USP30 inh 5, USP8 block -9, USP10 block -1, UCHL1 block -2, USP7 block 0, OTUD3 inh -11, USP17 inh -24 and USP28 block -18.
Screening CCCOC(=O)c1ccc(NC(=O)c2cccc(S(=O)(=O)N(C)c3ccc(OC)cc3)c2)cc1 returned USP30 inh -22, USP8 block 0, USP10 block 5, UCHL1 block 5, USP7 block 9, OTUD3 inh -13, USP17 inh -2 and USP28 block 3.
Screening COc1c(O)c2c(=O)cc(OC)c3c4c(OC)cc(=O)c5c6c(c7c(c(c1[C@@H](C(C)O)[C@@H]7C(C)O)c23)c54)OCO6 (stereo partly drawn) returned USP30 inh inactive, USP8 block -310, USP10 block -9, UCHL1 block -114, USP7 block -117, OTUD3 inh -118, USP17 inh -162 and USP28 block -177.
`N#CC1(c2ccccc2)CCN(c2ccccn2)CC1` gave USP30 inh 5, USP8 block -44, USP10 block -2, UCHL1 block -1, USP7 block 1, OTUD3 inh 4, USP17 inh 3 and USP28 block 7.
For Cc1cc2c(cc1S(=O)(=O)CCC(=O)Nc1ccc(S(N)(=O)=O)cc1)OCC(=O)N2 the results were USP30 inh 5, USP8 block 4, USP10 block -4, UCHL1 block -4, USP7 block -2, OTUD3 inh 1, USP17 inh -4 and USP28 block -5.
`Cc1nsc(NC(=O)c2oc3ccc(Cl)cc3c2C)n1` gave USP30 inh 21, USP8 block 15, USP10 block -1, UCHL1 block 4, USP7 block 6, OTUD3 inh 3, USP17 inh 16 and USP28 block 8.

Entries shown so far containing two or more sulfur atoms, in the order listed:
Screening Cn1c(SCc2ccccc2)nnc1-c1csc(-c2ccccc2)n1 returned USP30 inh 53*, USP8 block 22, USP10 block 19, UCHL1 block 6, USP7 block 0, OTUD3 inh 24, USP17 inh 38* and USP28 block 41*.
For c1ccc2c(-c3nnc(SCc4cscn4)n3C3CC3)c[nH]c2c1 the results were USP30 inh 2, USP8 block -11, USP10 block 0, UCHL1 block -1, USP7 block -6, OTUD3 inh 0, USP17 inh -11 and USP28 block -1.
For Cc1cc2c(cc1S(=O)(=O)CCC(=O)Nc1ccc(S(N)(=O)=O)cc1)OCC(=O)N2 the results were USP30 inh 5, USP8 block 4, USP10 block -4, UCHL1 block -4, USP7 block -2, OTUD3 inh 1, USP17 inh -4 and USP28 block -5.
